CHRM1 PAM: potentiates human M1 receptor response to acetylcholine; AID 588819; actives 0.088% (n = 360,000); CHO-K1 hM1, Fluo-8 calcium fluorescence, ACh EC20; 0% = ACh EC20, 100% = maximal ACh; activation, % at 3 µM; P11229; in the data active = activation above about 19%, passing the limit was not always enough
TAAR1 antag: antagonists of human TAAR1; CHO RD-HGA16 TAAR1, Fluo-8 calcium fluorescence, antagonist; inhibition, % at 3 µM; actives 1.5% (n = 360,000);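 active = inhibition above a per-plate cutoff, the mean inhibition of test compounds on that plate plus 3 SD, cut at about 49% in these data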;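 also: 0% = DMSO plus EC80 beta-PEA response and 100% = DMSO alone without agonist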
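Material: CHO RD-HGA16 cells bearing hTAAR1; compound dosing: one-point dosing, 3 µM nominal final; schedule: dye loading 75 min at 37 °C, then 30 min room temperature; measured by: calcium fluorescence with Fluo-8; control set: vehicle and agonist controls; replication: n of 1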
V1R ag counter: V1a receptor agonism, counter-screen for OXTR agonists | P37288 | CHO-V1R cells, Fluo-8 calcium fluorescence, agonist mode; 0% DMSO, 100% 3 nM vasopressin | activation, % at 3 µM | actives 0.25% (n = 320,000) | AID 2797;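 active = activation above the mean activation of all tested compounds plus 3 SD, per screening run, cut at about 20% in these data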;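 also: signal is peak over basal fluorescence ratio across a 100 second FLIPR read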
Target sequence (P37288 whole entry, looked up): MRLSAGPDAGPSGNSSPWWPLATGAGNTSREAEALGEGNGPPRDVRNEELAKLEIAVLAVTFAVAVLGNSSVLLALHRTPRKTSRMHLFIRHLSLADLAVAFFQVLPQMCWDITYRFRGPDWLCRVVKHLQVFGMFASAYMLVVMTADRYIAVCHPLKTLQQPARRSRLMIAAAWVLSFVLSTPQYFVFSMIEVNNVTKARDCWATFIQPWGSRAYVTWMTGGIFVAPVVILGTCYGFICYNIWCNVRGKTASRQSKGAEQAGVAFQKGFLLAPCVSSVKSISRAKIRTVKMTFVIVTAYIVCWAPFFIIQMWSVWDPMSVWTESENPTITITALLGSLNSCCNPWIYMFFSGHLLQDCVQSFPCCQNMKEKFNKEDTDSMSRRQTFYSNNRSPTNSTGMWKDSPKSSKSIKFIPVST
M1 antag: blocks human M1 muscarinic receptor; CHO-K1 hM1, Fluo-8 calcium fluorescence, ACh EC80 antagonist; inhibition, % at 3 µM; actives 1.3% (n = 360,000); AID 588852;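 active = percent inhibition above its own plate's cutoff, namely the mean of that plate's compound wells plus 3 SD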;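 also: peak over basal fluorescence ratio during 140 s after agonist addition; 0% = ACh EC80 plus DMSO and 100% = DMSO alone without agonist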
TAAR1 agonist: human TAAR1 agonism | Q96RJ0 | CHO RD-HGA16 TAAR1, Fluo-8 calcium fluorescence; vehicle wells 0%, saturating PEA agonist 100% | activation, % at 3 µM | actives 0.99% (n = 360,000);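 active = activation above the mean activation of all test compounds in the run plus 3 SD, cut at about 38% in these data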
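System: CHO-derived RD-HGA16 cells with stable Gα16 and human TAAR1 / Times: 17-24 h plating, Fluo-8 75 min 37 °C, 30 min RT / Technique: calcium-sensitive Fluo-8 signal, excitation 470-495, emission 515-575 nm / Measure: % activation relative to PEA EC100 response / Benchmarks: DMSO and PEA EC100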
OXTR ag: agonists of human oxytocin receptor | activation, % at 3 µM | CHO-OTR cells, Fluo-8 calcium fluorescence; normalized: DMSO 0%, oxytocin 100% | actives 0.32% (n = 320,000);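 active = activation above the mean of all tested compounds plus 3 SD, cutoff set per screening run, cut at about 20% in these data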;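 also: peak over basal fluorescence ratio from a 100 s FLIPR kinetic read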
Target sequence (P30559 whole entry, looked up): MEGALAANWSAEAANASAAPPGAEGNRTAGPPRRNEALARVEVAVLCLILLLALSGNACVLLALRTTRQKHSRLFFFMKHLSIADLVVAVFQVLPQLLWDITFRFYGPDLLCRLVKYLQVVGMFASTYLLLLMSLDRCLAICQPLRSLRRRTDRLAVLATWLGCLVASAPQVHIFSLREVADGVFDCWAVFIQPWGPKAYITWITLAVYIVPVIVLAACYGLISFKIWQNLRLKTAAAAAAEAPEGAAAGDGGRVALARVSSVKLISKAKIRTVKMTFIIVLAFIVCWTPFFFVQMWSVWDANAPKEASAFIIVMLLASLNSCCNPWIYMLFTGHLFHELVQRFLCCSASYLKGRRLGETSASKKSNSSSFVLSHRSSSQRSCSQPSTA
CHRM1 agonist: agonists of human M1 muscarinic receptor. actives 0.33% (n = 360,000). activation, % at 3 µM. P11229. CHO-K1 hM1, Fluo-8 calcium fluorescence, agonist mode; 0% DMSO, 100% acetylcholine EC100;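 active = activation above the run's mean compound activation plus 3 SD, cut at about 16% in these data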;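 also: peak over basal fluorescence ratio within a 140 s kinetic read after compound addition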
CHO parental Ca: counter-screen: ATP calcium response change in parental CHO cells | parental CHO-K1, ATP-induced calcium, Fluo-8 fluorescence | actives 0.63% (n = 330,000) | inhibition, % at 5.6 µM | AID 463079;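 active = inhibition above that plate's mean sample inhibition plus 3 SD, cut at about 26% in these data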;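 also: 0% = ATP-challenged DMSO wells and 100% = DMSO wells without ATP; some compounds past the cut are filed as inactive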
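Measured by: calcium-sensitive Fluo-8 fluorescence / Test system: CHO parental line / Controls: ATP-challenged DMSO wells low, unchallenged DMSO wells high / Measure: % inhibition / Compound: single nominal dose of 5.6 µM per compound / Replicates: single well per compound, no replicates / Reagent: ATP as calcium-mobilizing challenge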
OXTR potentiator: human OXTR potentiation; AID 2445; P30559; actives 0.061% (n = 320,000); CHO-OTR cells, Fluo-8 calcium fluorescence, potentiator mode; 0% = oxytocin EC15, 100% = EC100; activation, % at 3 µM;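 active = activation above that plate's cutoff, the mean activation of tested compounds plus 3 SD, cut at about 6.6% in these data, passing the limit was not always enough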;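 also: 100% uses oxytocin at 75 nM as the full agonist control; some results filed as inactive read as strong as hits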
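assay system = CHO-OTR cells, human receptor | schedule = compound 6 min at room temperature before oxytocin, 100 s read | detection = Fluo-8 intracellular calcium fluorescence, ex 470-495, em 515-575 nm | evaluation = normalized max/min fluorescence ratio, % activation | control set = EC15 oxytocin alone as 0%, 75 nM oxytocin (EC100) as 100%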
Active calls of the source: *; x = no result given.

SMILES	CHRM1 PAM	TAAR1 antag	V1R ag counter	M1 antag	TAAR1 agonist	OXTR ag	CHRM1 agonist	CHO parental Ca	OXTR potentiator
CCCCC(=O)Nc1cccc(NC(=O)c2ccccc2Br)c1	3	-7	0.5	-1	0	-0.3	-6	-9	-3
O=C(CSCc1ccc(Cl)cc1)Nc1ccccc1C(=O)N1CCOCC1	-1	5	1.8	8	6	-1.2	1	-23	-7
Cc1cc(C)cc(CC2CC(=O)N(c3ccc4c(c3)OCCO4)C2=O)c1 (stereo not drawn)	2	16	-0.2	4	3	-0.8	-7	-10	-5
CC(=O)Nc1ccc(/C=C2/Sc3ccccc3C2=O)cc1	12	x	4.2	-7	x	3.5	-5	-3	-8
CCCCCCCCC#Cc1nc(C)ccc1OC	0	6	x	-5	6	x	-3	48*	x
O=C(NCCN1CCCCC1)c1cccc2c1C(=O)c1ccc(N3CCCC3)cc1S2(=O)=O	-2	11	12	9	5	4.1	-10	-6	0
CCOc1ccc(NC(=O)COc2ccc(C(=O)NCc3cccc(OC)c3)cc2OC)cc1	-9	8	5.3	23	2	2.0	-3	-8	-4
CC1CCc2c(sc3ncnc(SCC(=O)N(C)C4CCS(=O)(=O)C4)c23)C1 (stereo not drawn)	2	4	1.0	0	9	3.1	-2	-26	-2
O=C(CNC(=S)N(CCCN1CCOCC1)Cc1cccs1)NCCCN1CCOCC1	-7	-5	0.2	13	-1	0.5	-9	-5	-5
COc1cc(/C=N/N2C(=O)CSC2=S)ccc1O	4	7	12	-5	11	15	2	8	-18

Reprinted from the part before: 4 entries; new compounds follow.
SMILES	CHRM1 PAM	TAAR1 antag	V1R ag counter	M1 antag	TAAR1 agonist	OXTR ag	CHRM1 agonist	CHO parental Ca	OXTR potentiator
CCOc1ccc(NC(=O)COc2ccc(C(=O)NCc3cccc(OC)c3)cc2OC)cc1	-9	8	5.3	23	2	2.0	-3	-8	-4
CC1CCc2c(sc3ncnc(SCC(=O)N(C)C4CCS(=O)(=O)C4)c23)C1 (stereo not drawn)	2	4	1.0	0	9	3.1	-2	-26	-2
O=C(CNC(=S)N(CCCN1CCOCC1)Cc1cccs1)NCCCN1CCOCC1	-7	-5	0.2	13	-1	0.5	-9	-5	-5
COc1cc(/C=N/N2C(=O)CSC2=S)ccc1O	4	7	12	-5	11	15	2	8	-18
CCCc1[nH]nc2c1C(CCc1ccccc1)C(C#N)=C(N)O2 (stereo not drawn)	3	38	0.1	4	4	-0.9	-4	-7	-20
COCC1CCN(c2nc3nonc3nc2N2CCSCC2)C1 (stereo not drawn)	5	9	0.1	-5	2	0.2	-9	-9	-9
CCN(CC)S(=O)(=O)c1cc(OC)ccc1N=Nc1ccc(O)c2ncccc12	13	-12	x	-12	-2	x	-9	x	x
CN(CC(=O)Nc1ccc(N2CCOCC2)cc1)CC(=O)Nc1ccc(Cl)cc1[N+](=O)[O-]	7	-1	2.1	-14	3	1.1	-4	-8	-9
CS(=O)(=O)NCc1nnc(SCc2ccccc2C(F)(F)F)o1	26	-37	1.7	-12	5	-0.7	9	-14	-3
Cn1c(=O)n(C)c2cc([N+](=O)[O-])c(N3CCN(C(=O)c4ccccc4Br)CC3)cc21	-16	30	7.2	13	11	12	-4	8	-19
O=C(Nc1cc(Cl)ccc1N1CCOCC1)c1ccc(Br)o1	8	-20	-0.1	-7	5	0.4	-3	-14	1
CCOC(=O)c1c(C)[nH]c(C)c1C(=O)CSc1nc2ccccc2n1CCOC	-3	-5	1.3	-2	2	-0.2	-3	-11	-6
Cc1ccc(CNC(=O)C2CCN(c3nn4c(=O)cc(C)nc4s3)CC2)cc1	-4	-11	-1.0	13	-3	-1.7	-5	0	-11
Cc1cc(=O)oc2cc(OCC(=O)N3CC[C@@]4(O)CCCC[C@H]4C3)ccc12	4	-2	0.8	-8	1	0.8	-2	-2	-6
O=C(CNCc1cccc2ccccc12)Nc1ccccc1[N+](=O)[O-]	3	6	-0.6	-2	0	0.1	-4	-12	-6
COCCNC(=O)CN1C(=O)NC2(CCCc3ccccc32)C1=O (stereo not drawn)	4	-10	-1.1	67*	6	0.6	0	-10	-3
CN1CCN(S(=O)(=O)c2ccc(NC(=O)COc3ccccc3)cc2)CC1	8	-8	1.9	-3	0	0.0	-5	1	-14
O=C(NCc1ccccc1)c1ccc(F)c(S(=O)(=O)N2CCOCC2)c1	5	13	1.5	-7	5	1.5	-2	-10	-1
CCOC(=O)C1CCCN(c2c(NCCC(C)C)c(=O)c2=O)C1 (stereo not drawn)	2	-5	-1.0	-5	3	0.8	-5	-6	3
Cc1c(CC(=O)O)c(=O)oc2c(C)c3occ(-c4ccc(Br)cc4)c3cc12	19	-19	1.2	-19	5	0.2	-1	-9	0
O=C(NCC#CCSc1nnc(-c2cccc3ccccc23)o1)c1cccs1	x	x	0.4	x	x	0.1	x	-12	0
O=C(CCN1CCCCC1)Nc1ccccc1	6	5	0.2	-1	1	6.4	-10	4	-4
CC(C)N(Cc1nc(-c2ccccc2)no1)C(=O)CCCN1C(=O)c2ccccc2C1=O	4	-3	2.1	-7	8	3.2	-1	-13	-6
C/C(CC(=O)Nc1c(C)cc(C)cc1C)=N\NC(=O)OC(C)(C)C	0	-1	0.1	-6	4	-2.2	-8	-7	-3

Next section (2 carried over from the part before).
SMILES	CHRM1 PAM	TAAR1 antag	V1R ag counter	M1 antag	TAAR1 agonist	OXTR ag	CHRM1 agonist	CHO parental Ca	OXTR potentiator
CC(C)N(Cc1nc(-c2ccccc2)no1)C(=O)CCCN1C(=O)c2ccccc2C1=O	4	-3	2.1	-7	8	3.2	-1	-13	-6
C/C(CC(=O)Nc1c(C)cc(C)cc1C)=N\NC(=O)OC(C)(C)C	0	-1	0.1	-6	4	-2.2	-8	-7	-3
CC1=NN(c2ccccc2)C(=O)/C1=C\C=C1\N(C)c2ccccc2C1(C)C	-6	19	36*	11	54*	31*	13	24	-13
Cc1cccc(C(=O)N(NC(=O)Oc2ccccc2)C(C)(C)C)c1	3	-6	0.6	-3	-1	-1.8	-8	-10	-2
COc1ccc(CC(=O)NC(=S)NNC(=O)COc2c(C)cccc2C)cc1	8	53*	0.8	0	94*	5.1	6	-3	-4
O=c1cc(CSc2ccccc2)nc(-c2ccccc2)[nH]1	-3	-6	0.3	3	4	-1.2	-5	-21	-8
O=C1N/C(=C/c2cccn2-c2ccccc2)C(=O)N1c1cccc(Cl)c1	7	12	-0.2	-8	-3	-0.8	-5	0	-8
CC(C)(C)c1ccc(NC(=O)COC(=O)c2ccc(NS(=O)(=O)c3ccc(F)c(F)c3)cc2)cc1	-7	7	0.9	10	1	-0.6	-5	2	-1
COc1ccc(C(=O)NC[C@H]2O[C@@H](n3cnc4c(N)ncnc43)[C@H](O)[C@@H]2O)cc1OC	3	1	x	-31	4	x	-1	x	x
COc1ccc(NC(=O)CN(C)C(=O)c2csc3c2CCCC3)cc1	9	-18	0.4	-11	5	-0.9	-2	-28	-9
Cc1nnc(SCC(=O)N2c3ccccc3CC2C)s1 (stereo not drawn)	0	-11	-0.7	-2	2	-0.5	-6	0	-11
COc1ccc(OC)c(CCNC(=O)CS(=O)(=O)Cc2nc(-c3ccc(C)cc3)oc2C)c1	-10	15	2.6	12	6	6.3	-3	-30	-18
CCOc1ccccc1CNS(=O)(=O)c1csc(C(N)=O)c1	9	-6	0.1	-21	2	0.6	-2	-2	-9
CCOC(=O)c1sc(=NC(=O)c2ccccc2)n(C)c1C	5	-25	0.6	-2	1	-1.0	-5	12	2
Cc1ccc(Oc2nc3ccccc3n3cccc23)cc1	1	22	0.5	-12	18	-0.6	-4	-13	-5
O=C(Cn1nnc(N2CCCCC2)n1)c1ccc(Cl)c(Cl)c1	14	-5	-0.7	2	2	-0.9	-1	-6	-8
CC(C)(C)C(=O)Nc1ccccc1C(=O)N1CCCC1	-6	6	0.4	11	16	1.4	-1	-1	-6
CCOC(=O)N1CCN(C(=O)c2ccc(N(Cc3ccc(C)cc3)S(C)(=O)=O)cc2)CC1	-1	-17	2.3	-2	5	4.2	-4	-12	-6
Cc1cccc2c(N=NC(=O)C(C)n3cnc4ccccc4c3=O)c(O)[nH]c12 (stereo not drawn)	8	-17	5.9	-12	2	-0.4	-3	-14	-3
O=C(NCCOC(=O)c1ccc(Cl)cc1)c1cccnc1	-1	3	1.5	-5	2	1.3	-2	4	-6
CC(=O)c1cccc(NC(=O)CCN2C(=O)C3C4CCC(C4)C3C2=O)c1 (stereo not drawn)	12	-13	2.1	-12	2	-0.7	0	-3	-9
COc1cc2c(cc1OC)CN(C(=O)CSc1ccc(F)cc1)CC2	2	0	0.9	-5	13	1.0	-2	-3	-2
O=S(=O)(c1ccc(N=C2NN=C(c3cc(F)ccc3F)CS2)cc1)N1CCOCC1	14	7	x	-11	5	x	-7	x	x
Cc1ccc(N(C)S(=O)(=O)c2cccc(C(=O)Oc3ccc4c(C)cc(=O)oc4c3)c2)cc1	9	10	-0.9	-1	5	-0.3	-8	-9	-4
CSc1ccccc1NC(=O)Nc1cccc(Cl)c1C	9	-5	-1.8	-4	0	-1.9	-14	-2	0
COc1ccc(-c2cc3c(=O)n(CC(=O)NCc4ccccc4OC)ncn3n2)cc1	2	-3	1.2	1	3	0.7	-1	-3	-1
CN(CC(=O)Nc1ccccc1C(F)(F)F)C(=O)c1cc2c(s1)CCCCC2	13	-23	3.8	-18	1	1.7	3	-15	-16
CCOC(=O)C1CCN(C(=S)Nc2ccc(CC)cc2)CC1	-1	2	1.0	4	-1	-0.7	3	-17	-9
O=C(N=C1SC2CS(=O)(=O)CC2N1c1ccc(F)cc1)C1CCCCC1 (stereo not drawn)	-1	-24	0.9	4	9	0.7	-2	-9	6
COc1ccc(C2c3sc(=O)[nH]c3SC3C4CCC(C4)C23)cc1OC (stereo not drawn)	0	19	-1.7	0	9	-1.9	-4	-26	-5
C[C@H]1CN(S(=O)(=O)c2ccc3c(c2)OCCO3)CCN1S(=O)(=O)c1c(F)cccc1F	7	18	-1.3	-7	6	-2.1	-8	-20	-9
CN1CCN(CCCc2c3c(cc4c2CCC4)CCC3)CC1	-4	-10	0.4	5	4	0.4	-10	-1	-7
COc1ccc(CNC(=O)[C@@H](C)NC(=O)C2CCN(C(=O)[C@@H](N)CCSC)CC2)cc1	-1	-12	-0.6	-8	4	0.9	-3	-8	-2

From PubChem BioAssay
